Assay outcomes (PubChem BioAssay)
Scp1 inh: Scp-1 phosphatase inhibitors, primary screen, biochemical, colorimetric, uHTS. 340,000 tested, 0.88% active. Carboxy-terminal domain RNA polymerase II polypeptide A small phosphatase 1 (Homo …. Recombinant Scp1, phosphopeptide, malachite green phosphate absorbance. inhibition, % at 20 µM;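 active = inhibition above about 50% at 20 µM, limit read from the data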;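 also: plate controls were DMSO wells with enzyme for no effect and wells lacking enzyme for full effect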
Target sequence (Q9GZU7 76-261 limits assumed): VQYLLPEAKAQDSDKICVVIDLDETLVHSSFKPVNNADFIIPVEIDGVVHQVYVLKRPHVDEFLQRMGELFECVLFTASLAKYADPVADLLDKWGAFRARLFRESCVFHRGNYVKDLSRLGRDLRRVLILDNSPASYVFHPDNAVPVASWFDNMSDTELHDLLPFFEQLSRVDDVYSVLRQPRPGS
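Assay system: SCP-1 catalytic fragment, aa 76-261 | Buffer or medium: Tris acetate buffer pH 5.5 with MgCl2 and Tween-20 | Compound: One concentration, 20 µM, with 1.0% DMSO | Also added: Phospho 17-mer peptide substrate | Signal: Absorbance at 630 nm | Incubation: 45 min enzyme reaction at room temperature | Measure: % inhibition of SCP-1 phosphate liberation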
bovine MsrA act: bovine MsrA enzyme activators, primary screen, biochemical, absorbance, HTS. Methionine sulfoxide reductase A (Bos taurus). purified bovine MsrA, absorbance read-out. activation, % at 10.6 µM. 360,000 tested, 0.3% active; in the data active = activation above about 7.5%;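 also: 0% = vehicle and 100% = reference activator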
TbMetRS inhib: T. brucei MetRS inhibitors, primary screen, biochemical, luminescence; methionyl-tRNA synthetase (Trypanosoma brucei brucei); purified T. brucei MetRS, ATP depletion, Kinase-Glo luminescence; inhibition, % at 11.9 µM; 360,000 tested, 0.4% active; AID 624268, 2012;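 active = inhibition above a per-plate cutoff of the control wells' mean inhibition plus 3 SD, cut at about 5.5% in these data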;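 also: 0% = DMSO wells median and 100% = median of wells with control inhibitor compound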
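Test system: purified T. brucei MetRS enzyme. Also added: ATP, methionine and E. coli bulk tRNA substrates. Compound: 11.9 µM single point. Schedule: 15 min enzyme-compound preincubation, 2 h reaction, 10 min detection, 25 °C. Signal: luciferase luminescence of residual ATP, Kinase-Glo. Evaluation: percent inhibition versus plate control medians. Controls: DMSO wells, low control.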
DNMT1 inh: human DNMT1 methyltransferase inhibitors, primary screen, biochemical, molecular beacon, fluorescence, HinP1I cleavage, uHTS. DNA (cytosine-5)-methyltransferase 1 (Homo sapiens), P26358. inhibition (reported as % activation of signal), % at 10 µM. 360,000 tested, 0.83% active; in the data active = inhibition above about 50%
eLon inh: inhibitors of E. coli Lon protease, primary screen, biochemical, fluorescence polarization | P0A9M0 | AID 602123, 2011 | inhibition, % at 7.94 µM | 360,000 tested, 0.42% active | purified E. coli Lon protease; in the data active = inhibition above about 13%, passing the limit was not always enough;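 also: 0% = enzyme with probe and DMSO and 100% = no enzyme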
CendR NRP1 mod: modulators of CendR peptide binding to NRP-1, primary screen, biochemical, fluorescence polarization, uHTS; AID 602438, 2012; FAM-RPARPAR peptide binding to NRP-1; 360,000 tested, 0.85% active; Neuropilin-1 (Homo sapiens), O14786; inhibition, % at 25 µM;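 active = inhibition or corrected inhibition above about 18%, plus a signal ratio from 0.5 to 1.5, limit read from the data, passing the limit was not always enough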; also: strong numbers were not always called active
STEP inh: STEP phosphatase inhibitors, primary screen, biochemical, fluorescence intensity, uHTS; inhibition, % at 20 µM; AID 588621, 2011; 360,000 tested, 0.25% active; recombinant STEP, OMFP fluorogenic substrate; Tyrosine-protein phosphatase non-receptor type 5 (Homo sapiens), P54829;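 active = inhibition at 20 µM, scaled per plate between control wells, above about 37%, limit read from the data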;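 also: 0% = DMSO with enzyme and substrate and 100% = substrate only without enzyme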
Target sequence (P54829 whole entry, looked up): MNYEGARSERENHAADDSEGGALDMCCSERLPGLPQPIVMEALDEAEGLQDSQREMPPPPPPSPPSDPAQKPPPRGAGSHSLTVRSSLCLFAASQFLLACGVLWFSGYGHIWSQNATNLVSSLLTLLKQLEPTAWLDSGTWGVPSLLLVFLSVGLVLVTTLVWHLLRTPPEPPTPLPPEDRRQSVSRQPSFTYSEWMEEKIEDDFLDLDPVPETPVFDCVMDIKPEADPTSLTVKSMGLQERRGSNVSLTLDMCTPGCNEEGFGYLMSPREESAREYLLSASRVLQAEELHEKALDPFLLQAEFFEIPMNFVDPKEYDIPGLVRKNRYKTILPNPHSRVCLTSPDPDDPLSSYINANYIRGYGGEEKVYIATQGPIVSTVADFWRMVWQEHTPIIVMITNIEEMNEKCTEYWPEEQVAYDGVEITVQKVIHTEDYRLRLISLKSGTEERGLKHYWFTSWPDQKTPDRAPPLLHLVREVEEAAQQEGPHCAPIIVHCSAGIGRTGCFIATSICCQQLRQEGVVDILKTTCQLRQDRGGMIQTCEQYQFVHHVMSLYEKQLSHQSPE
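Measure: Control-normalized % inhibition with plate pattern correction | Test system: STEP phosphatase, cell-free reaction | Medium: pH 6.0 Bis-Tris with DTT and Tween 20 | Technique: Fluorescence, 480/540 nm | Times: Reaction 20 min, ambient temperature | Doses: Single compound dose of 20 µM, 1% DMSO final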
MsrA inhibitor: bovine MsrA enzyme inhibitors, primary screen, biochemical, absorbance, HTS; purified bovine MsrA, absorbance read-out; inhibition, % at 15.5 µM; AID 651718, 2012; 360,000 tested, 0.75% active; in the data active = inhibition above about 4.5%;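 also: 0% = vehicle wells with enzyme and 100% = reference inhibitor wells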
LMPTP block: LMPTP phosphatase inhibitors, primary screen, biochemical, fluorescence intensity, uHTS; Low molecular weight phosphotyrosine protein phosphatase (Homo sapiens), P24666; recombinant LMPTP-A, OMFP fluorogenic substrate; inhibition, % at 20 µM; 360,000 tested, 0.22% active;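 active = compounds that cut the enzyme signal by at least half of the control window in the single-dose screen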;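 also: plate controls were DMSO wells with enzyme plus substrate for no effect and substrate without enzyme for full effect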
Target sequence (P24666 whole entry, looked up): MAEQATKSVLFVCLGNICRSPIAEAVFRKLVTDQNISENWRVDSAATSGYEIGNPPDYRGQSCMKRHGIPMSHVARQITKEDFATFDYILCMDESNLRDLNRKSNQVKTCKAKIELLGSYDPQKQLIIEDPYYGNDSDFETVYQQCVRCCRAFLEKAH
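Assay system: LMPTP-A, protein tyrosine phosphatase of low molecular weight / Medium: pH 6.0 Bis-Tris buffer with DTT and Triton X-100 / Schedule: 50 min enzyme reaction at room temperature, protected from light / Measured by: endpoint fluorescence intensity from OMFP dephosphorylation / Read-out basis: % inhibition relative to no-enzyme and uninhibited control wells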
SUMO1-SIM PPI: modulators of SUMO1 protein-protein interactions, primary screen, biochemical, uHTS; Small ubiquitin-related modifier 1 (Homo sapiens), P63165; SUMO1 binding to a labelled peptide, TR-FRET, 1 h; inhibition, % at 20 µM; 360,000 tested, 0.33% active; AID 602429, 2012; in the data active = inhibition above about 37%
Target sequence (P63165 whole entry, looked up): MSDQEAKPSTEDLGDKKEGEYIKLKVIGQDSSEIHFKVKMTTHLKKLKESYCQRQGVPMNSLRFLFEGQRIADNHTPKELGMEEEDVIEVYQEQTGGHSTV
* hit, by the source's call; x = no result given.

molecule	Scp1 inh	bovine MsrA act	TbMetRS inhib	DNMT1 inh	eLon inh	CendR NRP1 mod	STEP inh	MsrA inhibitor	LMPTP block	SUMO1-SIM PPI
O=C(COC(=O)c1ccc(Cl)nc1)NC1CCCCCC1	9	-7	-0.5	7	11	-13	-1	-0.3	-0.4	0
COc1cc(-c2nc3ccc(C)cn3c2NCc2ccccc2)ccc1SC1CCCCC1	11	-1	-0.1	-14	1	-12	0	2.6	9.3	0
CCOc1ccc(N2C(=O)CC(SC(=NC)Nc3cccc(OC)c3)C2=O)cc1 (stereo not drawn)	4	-2	-0.2	0	4	-4	1	0.8	1.8	0
CN(C)c1ccc(/C=N/N2CCN(Cc3ccccc3Cl)CC2)cc1	-4	-3	1.3	32	-2	2	2	0.4	0.7	-4
Cc1nn2c(N3CCOCC3)cc(C(C)C)nc2c1-c1ccccc1	-1	-2	-1.0	1	5	-1	1	1.6	2.3	3
COc1ccc(-c2cc(NC(=O)c3cncn3-c3ccccc3)ccc2OC)cc1	5	-4	-0.7	-5	-6	2	3	-1.9	0.6	1
C=CCn1c(NCc2ccc3c(c2)OCO3)nc2ccccc21	-3	-8	-0.6	3	-1	20	-1	-0.4	3.3	3
CCOC(=O)N1CCN(Cc2nc3c(c(=O)n(C)c(=O)n3C)n2Cc2cccc3ccccc23)CC1	-5	1	-0.3	-1	-11	3	5	-0.2	-0.5	4
O=C(N/N=C/c1cccc(Oc2ccc([N+](=O)[O-])cc2[N+](=O)[O-])c1)c1cncc(Br)c1	-1	-2	0.3	7	-1	11	7	0.5	3.1	-12
Cc1cc(C)c(OCC(=O)OCC(=O)N2CCN(C(=O)c3ccco3)CC2)c(C)c1	28	-3	-0.5	8	-7	0	-1	0.1	-0.7	3
CC1CC(=O)N(Cc2ccccc2)c2ccccc2N1C=O (stereo not drawn)	-3	-2	-0.3	-1	-6	-4	1	-0.5	-1.7	1
CCc1ccc(-c2cn3nc(-c4ccccc4)cnc3n2)cc1	-2	-3	0.1	12	1	-9	0	0.9	-0.6	-4
COCCNC(=O)C1(C)CCCN(CCSc2ccccc2)C1 (stereo not drawn)	x	-3	-0.3	5	0	11	0	-0.1	-2.7	-1
CCN(C[C@H]1N[C@@](Cc2ccccc2)(C(=O)OC)[C@H]2C(=O)N(C)C(=O)[C@@H]12)S(=O)(=O)c1ccc(C(F)(F)F)cc1	15	0	-1.0	-3	-12	-4	0	-0.8	0.7	1
C[C@@H](NC(=O)c1[nH]cnc1C(=O)Nc1cccc(Cl)c1)c1ccccc1	-12	-2	-0.3	10	-3	26*	-2	0.5	1.5	1
CC1CCCN(CC(=O)NNC(=O)COc2ccc(Br)cc2)C1 (stereo not drawn)	0	-2	-0.5	-2	6	-7	-2	0.5	-1.6	2
CCOC(=O)c1c(N)sc2c1C1CCN2CC1	-6	-5	-0.8	-2	-8	-3	1	0.4	-2.3	-1
COc1ccc(S(=O)(=O)N2CCOCC2)cc1NC(=O)COc1cccnc1[N+](=O)[O-]	-3	-4	-0.3	-2	0	6	1	-0.1	0.1	-4
Nc1nnc(SCC(=O)Nc2ccccc2)s1	-4	-6	-1.1	-3	-1	-7	0	0.4	-2.1	0
COc1ccc(N2CCN(c3ncccc3C#N)CC2)cc1	24	-4	-0.3	3	-2	10	1	0.0	0.5	-5
O=C(Cn1cc([N+](=O)[O-])cn1)Nc1ccn(Cc2c(F)c(F)cc(F)c2F)n1	-6	-3	-0.7	-2	-7	-4	-4	-0.9	-1.3	-2
O=C(COC(=O)CCC(=O)c1ccc(F)cc1)NCc1ccc(Cl)cc1	-4	-7	-0.3	1	-2	5	-3	1.8	-2.0	4
COc1cc2c(cc1OC)CN(C(=O)c1nn(Cc3ccccc3)c(=O)c3ccccc13)CC2	-10	-1	0.8	0	-4	5	0	-0.2	0.0	6
COc1ccc(OC)c(NC(=O)C2CCCN2C(=O)C2CCC(C)CC2)c1 (stereo not drawn)	3	-2	-0.1	-7	-3	4	-1	0.3	-0.2	7
Cc1ccc(CSCCNC(=O)/C=C/c2ccc(Cl)cc2)cc1	1	-2	-0.7	1	4	-8	1	0.1	-0.7	-3
Cn1c(=O)[nH]c(=O)c2c1nc(N1CCOCC1)n2CCCSc1ncccn1	-5	0	-0.1	0	1	22*	-1	0.0	-0.9	0
Cc1nc(C(F)(F)F)ccc1C(=O)N1CCCC(C)(C(=O)O)C1 (stereo not drawn)	x	-4	-0.3	-3	-21	3	1	-0.9	0.5	3
COc1ccc(S(=O)(=O)O)cc1P(=O)(c1ccccc1)c1ccccc1	3	-2	-0.3	4	-1	21	0	-0.1	0.4	37
Cc1[nH]oc(=O)c1N=Nc1ccccc1	-6	2	-1.2	7	1	2	2	2.0	-0.2	-8
O=C(O)c1ccc(-n2cccc2/C=C2/NC(=O)N(c3cccc(Cl)c3)C2=O)cc1	77*	-2	0.3	94*	-7	-42	43*	4.0	47	-2
COc1ccc(-c2[nH]nc3c2C(c2ccsc2)C(C#N)=C(N)O3)cc1 (stereo not drawn)	-8	-8	-0.5	-8	-9	3	1	0.4	-0.6	-12
O=C(COC(=O)Cc1cccc(C(F)(F)F)c1)Nc1ccccc1	-7	-1	0.2	-4	-6	-7	2	0.7	1.1	1
CCOc1ccc(/C=C2\SC(=O)N(CCNC(=O)C3COc4ccccc4O3)C2=O)cc1OC (stereo not drawn)	-10	-4	-0.4	-8	-2	-21	1	1.2	3.2	-30
O=C(Nc1cccc(NC(=O)c2ccc(Cl)cc2Cl)c1)c1cccnc1	-5	-5	0.2	-4	8	-5	2	-0.6	1.4	-1
CCn1cc(C(=O)NNC(=O)c2ccc(Cl)cc2)c(=O)c2ccc(C)nc21	x	1	-0.1	3	-4	-2	0	x	-1.1	-2
COc1ccc(CNC(=O)COc2cc(=O)n(C)c3ccccc23)cc1	1	-2	-0.3	-1	-10	6	1	0.1	0.2	-1
CCN1CCN(c2c(C=O)c(Cl)nc3ccc(OC)cc23)CC1	-1	0	-0.2	2	-3	-7	1	-1.3	-0.5	-15
COC(=O)C1=C(C)N(Cc2ccccc2)C(=S)N[C@H]1c1cccc(F)c1	-8	-4	-0.2	-4	0	10	0	0.5	-0.4	-2
CC1CCCN(C(=O)CSc2nnc(-c3c[nH]c4ccccc34)o2)C1 (stereo not drawn)	16	-3	1.1	0	0	-14	0	1.4	0.7	3
Cc1ccc(NC(=O)COc2cccnc2[N+](=O)[O-])cc1S(=O)(=O)N1CCOCC1	2	-7	-0.4	-2	-2	12	-1	0.2	1.2	-26

Three entries drawn at random from those above, as already listed:
molecule	Scp1 inh	bovine MsrA act	TbMetRS inhib	DNMT1 inh	eLon inh	CendR NRP1 mod	STEP inh	MsrA inhibitor	LMPTP block	SUMO1-SIM PPI
Cc1ccc(NC(=O)COc2cccnc2[N+](=O)[O-])cc1S(=O)(=O)N1CCOCC1	2	-7	-0.4	-2	-2	12	-1	0.2	1.2	-26
CCOc1ccc(/C=C2\SC(=O)N(CCNC(=O)C3COc4ccccc4O3)C2=O)cc1OC (stereo not drawn)	-10	-4	-0.4	-8	-2	-21	1	1.2	3.2	-30
COc1ccc(-c2[nH]nc3c2C(c2ccsc2)C(C#N)=C(N)O3)cc1 (stereo not drawn)	-8	-8	-0.5	-8	-9	3	1	0.4	-0.6	-12

Carrying on:
molecule	Scp1 inh	bovine MsrA act	TbMetRS inhib	DNMT1 inh	eLon inh	CendR NRP1 mod	STEP inh	MsrA inhibitor	LMPTP block	SUMO1-SIM PPI
COc1ccc(/C=C2/N=C(SC)NC2=O)cc1OC	-11	-6	-0.1	0	5	0	3	0.8	-0.1	-21
COc1cccc(NC(=O)CSc2nnc(CNC(=O)c3ccco3)n2C)c1	-3	-5	-0.3	0	-10	-4	1	-0.3	-1.0	2
O=C(c1ccccc1Br)N1N=C(c2ccccc2)CC1c1ccccc1F (stereo not drawn)	-19	-3	0.3	-3	0	2	-2	0.6	4.2	-4
FC(F)(F)c1cccc(NC(=S)NCc2ccccc2)c1	-8	4	2.7	-5	1	7	-3	-0.5	3.1	-2
Cc1ccc(NC(=O)C(SCC(=O)O)c2ccccc2)cc1C (stereo not drawn)	-9	0	0.9	2	-3	10	0	-0.1	-1.2	-6
Cc1nn(-c2ccccc2)c(C)c1NC(=O)COC(=O)c1ccc(Cl)c(N)c1	-4	-4	-0.4	4	-11	5	-2	-0.4	-1.8	1
CSc1ccccc1-c1nnc(-c2ccc(Cl)cc2Cl)o1	-11	-3	-0.8	-1	0	5	4	0.3	2.3	2

Shown as a hit in CendR NRP1 mod, among the entries above:
| mol | Scp1 inh | bovine MsrA act | TbMetRS inhib | DNMT1 inh | eLon inh | CendR NRP1 mod | MsrA inhibitor | LMPTP block | SUMO1-SIM PPI |
| --- | --- | --- | --- | --- | --- | --- | --- | --- | --- |
| C[C@@H](NC(=O)c1[nH]cnc1C(=O)Nc1cccc(Cl)c1)c1ccccc1 | -12 | -2 | -0.3 | 10 | -3 | 26* | 0.5 | 1.5 | 1 |
| Cn1c(=O)[nH]c(=O)c2c1nc(N1CCOCC1)n2CCCSc1ncccn1 | -5 | 0 | -0.1 | 0 | 1 | 22* | 0.0 | -0.9 | 0 |
